# NS5 inhibitors: Dengue-2 NS5 methyltransferase inhibitors, primary screen, biochemical, confirmation dose response (AID 588689); Dengue-2 NS5 methyltransferase capping enzyme assay, biochemical; higher % means a stronger effect; inhibition, % at 25 µM; hits with a dose series show IC50 in µM; 340,000 tested, 0.3% active; in the data active means a potency from the dose series; inconclusive means inhibition above about 29% without an active follow-up result
# LYP inhibition: PTPN22 lymphoid phosphatase activity blockers – biochemical, fluorescence intensity, uHTS (AID 1779); inhibition, % at 11.5 µM, or IC50 in µM where a hit was titrated; recombinant LYP phosphatase, fluorescence intensity; higher % means a stronger effect; 290,000 tested, 0.054% active; in the data active means inhibition above about 50%;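 further: plate controls were vehicle with enzyme for no effect and no enzyme for full effect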
# NTR1 agonist: NTR1-driven beta-arrestin-GFP spot formation – imaging, U2OS cells, high content, primary screen (AID 493036); P30989; agonist mode; activation, % at 20 µM; 330,000 tested, 0.17% active;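 active means activation at or above 40% of the spot to cytoplasm intensity ratio, with at least 20 cells analyzed; inconclusive means wells under 20 cells, flagged as cytotoxic or low count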;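 further: 0% = DMSO without peptide and 100% = 100 nM NTR1 peptide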
# Target sequence (P30989 whole entry, looked up): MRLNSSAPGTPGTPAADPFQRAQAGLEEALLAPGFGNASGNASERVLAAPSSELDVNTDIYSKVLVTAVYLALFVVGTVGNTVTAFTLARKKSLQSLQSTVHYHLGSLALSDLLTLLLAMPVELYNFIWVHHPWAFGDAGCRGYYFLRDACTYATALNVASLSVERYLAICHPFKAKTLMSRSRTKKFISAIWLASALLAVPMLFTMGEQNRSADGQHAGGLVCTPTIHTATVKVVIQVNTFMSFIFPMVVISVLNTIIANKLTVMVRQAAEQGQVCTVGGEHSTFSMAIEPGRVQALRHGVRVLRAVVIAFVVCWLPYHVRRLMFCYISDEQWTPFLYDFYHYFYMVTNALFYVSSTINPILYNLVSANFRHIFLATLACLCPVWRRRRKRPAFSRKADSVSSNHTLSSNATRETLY
# AID2073: inhibitors of Mint1-CaV2.2 protein interaction, biochemical, HTRF (AID 2073); HTRF protein-protein interaction, Mint1-CaV2.2; higher % means a stronger effect; inhibition, % at 20 µM; hits with a dose series show IC50 in µM; 290,000 tested, 0.19% active; in the data active means inhibition mostly above about 51%, no sharp cut-off; inconclusive means no clear call, values can overlap the other calls; inactive means mostly below about 53%; further: some results filed as inactive read as strong as hits
# UTI89 phage lysis: protection from phage-mediated lysis, alamar blue read-out – E. coli UTI89, K1F phage, bacterial capsule biogenesis inhibitors (AID 488966); E. coli UTI89 K1F phage lysis, alamar blue, 2 h; higher % means a stronger effect; one-dose inhibition, % at 100 µM; IC50 in µM for titrated hits; 340,000 tested, 0.02% active;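 active means phage lysis inhibition, versus mean bacterial control, above a set limit; inconclusive means no clear call, values can overlap the other calls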;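 further: capsule biogenesis inhibitors block K1F phage lysis so surviving cells raise fluorescence; higher fluorescence means more inhibition of phage lysis; actives were called in the ten point dose series up to 300 µM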
# RSV antiviral HEp-2: RSV antiviral activity via CPE protection, HEp-2 cells, primary 10 µM value included (AID 2391). HEp-2 cells, RSV-induced CPE inhibition; higher % means a stronger effect. CPE inhibition, % at 10 µM; hits with a dose series show IC50 in µM. 310,000 tested, 0.13% active; in the data active means a potency from the dose series; inconclusive means CPE inhibition mostly from about 23% at the one dose, without a potency; inactive means the rest, 99 in 100 with CPE inhibition below about 21%; further: strong numbers were not always called active
# GPR35 antagonists: GPR35 antagonists blocking zaprinast-driven arrestin recruitment, primary screen, imaging, U2OS, beta-arrestin-GFP, zaprinast agonist (AID 2058); inhibition, % at 10 µM; hits with a dose series show IC50 in µM; U2OS GPR35 beta-arrestin-GFP translocation imaging, zaprinast antagonism; higher % means a stronger effect; 290,000 tested, 0.052% active;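 active means inhibition of at least 50% with at least 30 cells and total cytoplasm GFP at most 10,000,000; inconclusive means under 30 cells or total GFP of 10,000,000 plus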
# WT yeast gro inh: growth inhibition of WT yeast, mitochondrial fusion screen. mitochondrial fusion phenotypic screen, WT strain. inhibition, % at 10 µM. 190,000 tested, 2.1% active. AID 1362; in the data active means inhibition above about 58%; tested in S. cerevisiae
# Autophagy mod: autophagy modulation, high-content screen | 190,000 tested, 0.98% active | calls only at 10 µM (by protocol) | MEF GFP-LC3 puncta imaging; test concentration mostly 10 µM;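 active means percentage of spot-positive cells more than 3 SD above its plate mean, without a fluorescence outlier flag or 80% toxicity; inconclusive means no clear call, values can overlap the other calls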;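 further: spot-positive cell cutoff set from DMSO-treated cells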
# WT yeast gro inh mutant strain: second read-out of WT yeast gro inh, no call of its own (marks repeat the call); inhibition, %; mitochondrial fusion phenotypic screen, mutant strain inhibition
# Autophagy mod cell loss 18 h: second read-out of Autophagy mod, no call of its own (marks repeat the call); toxicity, %; measured here: cell loss, nuclei count;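 cell loss after 18 h compound exposure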
# NTR1 agonist cell count 20 µM: recorded beside NTR1 agonist, whose call it bears; cell count; measured here: cell count, cytotoxicity flag
# NS5 inhibitors pilot replicate: recorded beside NS5 inhibitors, whose call it bears; inhibition, %; measured here: pilot screen replicate inhibition
# Active calls of the source: *; i = inactive; ? = inconclusive; nt = no result given; & = joins results of further samples; [ ] = another dose, or the depositor's remark. This is a subset; count on the stated rates, not on these rows.
SMILES,NS5 inhibitors,LYP inhibition,NTR1 agonist,NTR1 agonist cell count 20 µM,AID2073,UTI89 phage lysis,RSV antiviral HEp-2,GPR35 antagonists,WT yeast gro inh,WT yeast gro inh mutant strain,Autophagy mod,Autophagy mod cell loss 18 h,others
O=C(c1ccco1)c1cn(Cc2ccccc2)c2ccccc12,-3%,-1%,1.6,23,12%,0.2%,4.2%,-5%,27,18,i,-12,
Cc1ccnc(-n2c(-c3ccccc3)nc3ccccc3c2=O)c1,1%,-3%,-0.3,84,-6%,0.0%,-0.2%,4%,13,24,i,7,
O=C(CCC(=O)N1CCC2(CC1)OCCO2)Nc1nnc(C2CCCCC2)s1,10%,1%,-0.9,42,?,0.5%,nt,0%,nt,nt,nt,nt,
Cc1cccc(N2CCN(CCc3ccccc3)CC2)c1C,-2%,-16%,1.6,82,-10%,8.2%,nt,2%,-6,-16,i,7,
COc1ccc(/C=N/N=C(/N)N[N+](=O)[O-])c(OC)c1,-3%,1%,-0.5,45,-7%,0.2%,-0.9%,3%,-11,-9,i,11,
COc1ccc(-n2c(/C=C3\C(=O)Nc4ccccc43)nc3ccccc3c2=O)cc1,-5%,-2%,0.7,30,6%,1.0%,5.5%,-7%,8,-15,i,3,
O=c1c2ccccc2nc(CNCc2ccco2)n1-c1ccc(F)cc1,0%,26%,0.1,68,-14%,2.1%[50 µM],3.1%,0%,-18,-3,i,10,
COc1ccc(-c2nn(CCC#N)cc2C(=O)NCc2ccccc2)cc1OC,-2%,-8%,1.8,55,-2%,-1.3%,3.4%,22%,nt,nt,nt,nt,
CC(C)NS(=O)(=O)c1ccc(OCC(=O)N2CCN(C)CC2)cc1,7%,-10%,1.0,55,-5%,-1.3%,-0.3%,1%,9,5,i,-3,
O=C(C(Cc1ccccc1)NS(=O)(=O)c1cccc2nsnc12)N1CCC2(CC1)OCCO2 (stereo not given),-2%,-3%,-2.1,77,-4%,0.2%,1.6%,8%,-12,0,nt,nt,NS5 inhibitors pilot replicate=-1.2
CCN(CC)CC(O)c1ccc(C2CCCC2)cc1 (stereo not given),-8%,4%,0.7,45,-5%,1.8%,-0.9%,-6%,-1,-6,i,-5,
Fc1ccc(CNCCc2c[nH]c3ccccc23)cc1,3%,-8%,1.0,58,-1%,1.4%,-0.3%,7%,nt,nt,nt,nt,
CCCCn1c(O)c(C(CC)=NCc2cc(OC)cc(OC)c2)c(=O)[nH]c1=O,-3%,4%,5.8,50,-3%,-0.7%,0.3%,8%,15,14,i,3,
O=C(O)CN1C(=O)CN=C(c2ccccn2)c2cc(Cl)ccc21,-7%,-6%,-0.4,98,20%,0.5%,1.0%,18%,nt,nt,nt,nt,
CN(C)C(=O)Oc1ccc2c(c1)O/C(=C\c1cccc([N+](=O)[O-])c1)C2=O,-3%,-2%,3.3,85,19%,-0.9%[50 µM],2.6%,4%,nt,nt,nt,nt,

# Reprinted from the part before: 3 entries; new compounds follow.
SMILES,NS5 inhibitors,LYP inhibition,NTR1 agonist,NTR1 agonist cell count 20 µM,AID2073,UTI89 phage lysis,RSV antiviral HEp-2,GPR35 antagonists,WT yeast gro inh,WT yeast gro inh mutant strain,Autophagy mod,Autophagy mod cell loss 18 h,others
CCCCn1c(O)c(C(CC)=NCc2cc(OC)cc(OC)c2)c(=O)[nH]c1=O,-3%,4%,5.8,50,-3%,-0.7%,0.3%,8%,15,14,i,3,
O=C(O)CN1C(=O)CN=C(c2ccccn2)c2cc(Cl)ccc21,-7%,-6%,-0.4,98,20%,0.5%,1.0%,18%,nt,nt,nt,nt,
CN(C)C(=O)Oc1ccc2c(c1)O/C(=C\c1cccc([N+](=O)[O-])c1)C2=O,-3%,-2%,3.3,85,19%,-0.9%[50 µM],2.6%,4%,nt,nt,nt,nt,
CC[N+]12CCC(CC1)C(C(O)(c1ccccc1)c1ccccc1)C2 (stereo not given),-6%,-8%,-0.2,63,1%,0.2%[50 µM],-1.1%,-4%,nt,nt,nt,nt,
S=P(NC1CCCCC1)(N1CC1)N1CC1,-5%,-2%,0.0,50,16%,0.1%,1.3%,8%,nt,nt,nt,nt,
Cc1nc2ccccc2c(=O)n1-c1ccc(-c2ccccc2)cc1,-2%,-4%,0.1,83,-21%,0.0%,1.1%,-17%,nt,nt,nt,nt,
COc1ccc(N2C(=O)/C(=C/c3ccco3)C(=O)NC2=S)cc1,>100µM*,-1%,-1.2,46,18%,0.1%,4.0%,8%,nt,nt,nt,nt,
CCNC(=O)NC(=O)C(C)OC(=O)c1c(C)nn(Cc2ccccc2)c1Cl (stereo not given),4%,-3%,0.1,70,-1%,3.0%[50 µM],1.6%,9%,-1,2,i,10,
Cc1nc2ccc(Cl)cc2c(=O)n1-c1ccc([N+](=O)[O-])cc1,-5%,-6%,0.5,59,0%,0.1%,2.3%,1%,nt,nt,nt,nt,
CCc1ccc(N2C(=O)NC(=O)C(Cc3ccc(OC)cc3OC)C2=O)cc1 (stereo not given),8%,-10%,2.3,83,1%,2.8%,3.1%,-7%,-22,-4,i,-1,
O=C1CC[C@@]2(O)[C@H]3Cc4ccc(O)c5c4[C@@]2(CCN3CC2CC2)[C@H]1O5,4%,-2%,-0.5,61,0%,3.5%,-1.2%,-10%,7,1,i,2,
Cc1cc(/C=C2\C(=O)NC(=O)N(c3ccc(Br)cc3)C2=O)c(C)n1-c1cc(C(=O)O)cc(C(=O)O)c1,39%,-6%,-0.9,84,28%,-0.1%,1.9%,-13%,nt,nt,nt,nt,
CC1=CC(=C2C(=O)NC(=S)NC2=O)C=C(C(F)(F)F)N1C,-1%,-4%,2.7,53,3%,0.3%,5.6%,7%,7,17,i,-10,
COc1ccc2[nH]c3c(c2c1)CCNC3C (stereo not given),1%,-7%,1.6,65,-5%,0.1%,0.2%,-7%,nt,nt,nt,nt,
Cc1ccc(-c2nc(N3CCOCC3)s[n+]2-c2ccccc2)cc1,-7%,3%,nt,nt,-10%,-10.0%,0.3%,6%,-3,20,i,2,
CN=C(SCc1ccccc1)c1c(O)n(C)c(=O)n(C)c1=O,-8%,-1%,-1.2,90,-6%,0.0%,0.5%,-11%,nt,nt,i,7,
OC(CCNCCc1c[nH]c2ccccc12)C(F)(F)Cl (stereo not given),-6%,-2%,1.1,57,0%,0.3%,-1.5%,0%,-8,4,i,-10,
O=C(Nc1ccc(Cl)cc1C(=O)c1ccccc1)c1ccco1,2%,-2%,-2.1,104,-3%,0.5%,1.3%,-12%,-1,8,i,2,
CC/C(=N\NC(=O)Nc1ccccc1)c1c(O)n(Cc2ccccc2)c(=O)[nH]c1=O,nt,1%,0.9,66,8%,nt,2.0%,-8%,nt,nt,nt,nt,
CCOC(=O)CSCCOc1ccc(C=C2C(=O)NC(=O)NC2=O)cc1OC,nt,-2%,2.2,47,8%,nt,0.7%,-8%,-15,-17,i,-2,
Cc1nn(Cc2ccccc2)c(Cl)c1C(=O)Nc1ccc(OC(F)(F)F)cc1,-2%,-2%,2.3,80,0%,1.7%[50 µM],13%,-13%,29,-3,i,-1,
CC(=NCCN1CCCCC1)c1c(O)n(-c2ccccc2)c(=O)[nH]c1=O,2%,-8%,-0.5,45,10%,-1.2%,-2.1%,-5%,nt,nt,nt,nt,
CC(C)(C)c1ccc(CN2C(=O)CN=C(c3ccccc3)c3ccccc32)cc1,-7%,10%,22,57,10%,5.8%,5.1%,-14%,-15,-3,i,7,
N#CCP(=S)(c1ccccc1)c1ccccc1,-4%,-5%,-0.4,44,6%,6.1%,1.8%,-11%,-16,-24,i,-6,
c1ccc2nc(N3CCNCC3)ccc2c1,-4%&-4%,nt,-0.8,65,nt,0.7%&4.0%,-1.7%,nt,nt,nt,nt,nt,
Clc1ccc(C(Cl)(Cl)Cl)c(Cl)c1,-3%,nt,1.7,57,nt,-1.0%,0.8%,nt,nt,nt,nt,nt,
CN1CCN(C(=O)Cc2nc3ccccc3[nH]2)CC1,-3%,-2%,-1.5,58,3%,0.4%,0.5%,19%,7,5,nt,nt,
C[C@@H]1C[C@H]2OC(=O)C3(CO3)[C@H]2[C@H](O)[C@]2(C)C(=O)C3OC3[C@@H]12 (stereo not given in full),nt,-7%,2.1,54,-13%,nt,25%,-11%,nt,nt,nt,nt,
Cc1ccc(N2C(=O)NC(=O)/C(=C\c3cnc(-c4ccccc4)nc3)C2=O)cc1,-51%,-9%,0.6,58,19%,1.9%,0.9%,24%,-11,-4,i,-26,
O=C(NC12CC3CC(CC(C3)C1)C2)OC1CN2CCC1CC2 (stereo not given),nt,-11%,2.6,45,3%,nt,nt,7%,nt,nt,nt,nt,
COc1ccc(C2=NCc3nnc(C)n3-c3ccc(Cl)cc32)cc1Cl,-10%,-2%,1.1,48,-3%,1.4%,-0.4%,-9%,-29,-4,i,28,
O=C(c1cn(Cc2ccccc2F)c2ncccc12)C(F)(F)F,-6%,-6%,0.5,74,18%,0.0%,-0.5%,15%,nt,nt,nt,nt,
Clc1ccc2nc3c(c(-c4ccccc4)c2c1)CNCC3,-2%,4%,2.7,64,8%,15%,4.4%,12%,14,7,i,13,
Cc1ccc2c(c1)C1CN(C)CCC1N2C(=O)Cc1cccs1 (stereo not given),-4%,-5%,-0.6,54,14%,0.1%,-0.5%,-15%,9,4,i,-4,
COc1ccc(C(=O)C2CCCN(C3CSCCSC3)C2)c(OC)c1 (stereo not given),-3%,-11%,-0.5,58,6%,0.3%,-1.9%,-2%,20,25,i,13,
Cc1nn(-c2ccccc2)c(Cl)c1C1C(C#N)=C(N)Oc2c1c(=O)oc1ccccc21 (stereo not given),0%,-1%,1.6,61,5%,2.0%,2.8%,-13%,44,-11,i,4,
COc1ccc(CC(=O)N2CCN(C)CC2)cc1,1%,-2%,-0.1,79,4%,2.1%,1.6%,16%,-7,0,i,-16,
CCOc1ccc(Cl)cc1CNCCc1ccc(F)cc1,-5%,-3%,0.0,58,1%,0.2%,-2.3%,-2%,-1,8,i,12,
Cc1ccc(S(=O)(=O)NC(CC(=O)N2CCC3(CC2)OCCO3)c2ccco2)cc1 (stereo not given),-10%,-10%,1.7,53,4%,0.1%,1.9%,19%,18,13,i,-5,
COC(=O)C1=C(c2ccc(C(C)=O)cc2)C[C@@H]2CC[C@H]1N2C(=O)N1CCOCC1,-13%,nt,2.0,61,nt,0.7%,2.5%,nt,nt,nt,nt,nt,
Cc1nn(Cc2ccccc2)c(Cl)c1C(=O)OCC(=O)Nc1cccc2ccccc12,-6%,-1%,6.5,59,16%,1.9%[50 µM],1.1%,-4%,2,7,i,-4,
O=C(O)C1C2CCC(O2)C1C(=O)Nc1ccc(F)c(F)c1 (stereo not given),5%,-8%,0.5,49,2%,0.2%,3.7%,10%,nt,nt,nt,nt,NS5 inhibitors pilot replicate=0.6
